Source: PubChem BioAssay
CASP6 VEID inh: inhibitors of human caspase-6; inhibition, % at 12.5 µM; purified caspase-6, Z-VEID-R110 cleavage fluorescence; AID 686996; hit rate 0.53% among 350,000; P55212;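 active = mean inhibition across replicates at least about 35%, with every replicate also reaching that limit, limit read from the data; inconclusive = only one of the two criteria met; inactive = neither criterion met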;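 note: 0% = median of neutral control wells and 100% = no fluorescence left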
ERp5 inh: blocks human ERp5 reductase activity on insulin; Q15084; ERp5 insulin aggregation, absorbance 650 nm, 90 min; inhibition, % at 9.99 µM; hit rate 0.05% among 350,000; AID 651711;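 active = mean replicate inhibition above about 25%, with every replicate also reaching it, limit read from the data, passing the limit was not always enough; inconclusive = only one of those two criteria met; inactive = neither criterion met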
CFTR F508del cor: CFTR F508del correction in bronchial cells; activity (quench increase), % at 7.58 µM; hit rate 0.36% among 350,000; CFBE cells, YFP halide quenching; stimulated with forskolin plus potentiator P3; % fluorescence drop versus neutral controls; AID 720511;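 active = mean added fluorescence quench of at least 8% versus neutral control, with both replicates also reaching 8%; inconclusive = only one of the mean or replicate conditions met; inactive = mean below 8% and not both replicates reaching 8%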;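 note: cells transiently co-express mutant CFTR-F508del with the halide-sensitive YFP; corrector assay measuring rescue of mutant channel to the surface after 24 h compound exposure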
miR-122 sensor: blocks miR-122 activity in Huh7 sensor cells; hit rate 0.3% among 340,000; AID 602342; Huh7 miR-122 Renilla luciferase sensor, 48 h; neutral wells = 0, positive control = 100; activation (reporter increase), % at 12.5 µM;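 active = mean replicate activation score at least 90 and every replicate individually at or above 90; inconclusive = only one of the two criteria met; inactive = neither criterion met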;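 note: higher luciferase means less miR-122 activity so hits act as miR-122 inhibitors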
ERAP1 HTS inh: inhibitors of human ERAP1 aminopeptidase | recombinant ERAP1, Leu-AMC fluorescence, 60 min | inhibition, % at 10.7 µM | hit rate 0.15% among 340,000 | AID 652197;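 active = mean replicate inhibition of at least 30%, or all replicates individually reaching that 30% level; inactive = mean below 30% and not every replicate reaching it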;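 note: 0% = neutral control wells and 100% = L-leucinethiol positive control wells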
Target sequence (Q9NZ08 whole entry, looked up): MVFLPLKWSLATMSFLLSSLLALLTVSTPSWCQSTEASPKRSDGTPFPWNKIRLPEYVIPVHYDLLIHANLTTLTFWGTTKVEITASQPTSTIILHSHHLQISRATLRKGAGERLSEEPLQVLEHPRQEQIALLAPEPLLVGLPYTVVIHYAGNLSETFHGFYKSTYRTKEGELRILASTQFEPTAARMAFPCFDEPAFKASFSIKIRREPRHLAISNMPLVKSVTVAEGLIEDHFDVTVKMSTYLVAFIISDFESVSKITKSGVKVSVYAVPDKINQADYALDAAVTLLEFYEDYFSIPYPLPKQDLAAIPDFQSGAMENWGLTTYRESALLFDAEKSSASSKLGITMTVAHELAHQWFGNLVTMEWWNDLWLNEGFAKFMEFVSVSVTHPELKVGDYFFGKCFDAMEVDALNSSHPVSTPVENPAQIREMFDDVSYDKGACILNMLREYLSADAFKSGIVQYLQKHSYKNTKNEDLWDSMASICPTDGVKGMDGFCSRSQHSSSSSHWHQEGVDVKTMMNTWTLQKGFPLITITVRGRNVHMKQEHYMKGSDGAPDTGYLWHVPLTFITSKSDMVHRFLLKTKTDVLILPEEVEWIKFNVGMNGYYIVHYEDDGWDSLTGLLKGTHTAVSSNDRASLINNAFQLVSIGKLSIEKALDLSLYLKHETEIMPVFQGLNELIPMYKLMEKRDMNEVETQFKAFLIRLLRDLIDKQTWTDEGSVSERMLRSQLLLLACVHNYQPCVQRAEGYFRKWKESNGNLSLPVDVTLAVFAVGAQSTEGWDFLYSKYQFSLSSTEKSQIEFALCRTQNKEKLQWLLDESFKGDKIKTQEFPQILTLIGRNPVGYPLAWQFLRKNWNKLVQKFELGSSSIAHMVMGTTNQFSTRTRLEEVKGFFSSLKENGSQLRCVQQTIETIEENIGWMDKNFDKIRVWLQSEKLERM
DENV2 CPE rescue: protects cells from dengue virus 2 cytopathic effect; CPE inhibition, % at 9.99 µM; AID 651640; DENV2-infected cells, cytopathic effect rescue, plate reader; hit rate 1.7% among 350,000; in the data active = CPE inhibition above about 20%, passing the limit was not always enough; inconclusive = no clear call, values can overlap the other calls; tested in BHK-21 cells;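 note: 0% = median of neutral control wells and 100% = median of positive control wells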
SIRT5 block: inhibitors of human sirtuin-5 desuccinylase; Q9NXA8; Purified SirT5, succinyl-peptide AMC, trypsin-coupled fluorescence; inhibition, % at 15 µM; hit rate 1.1% among 330,000; AID 652115; in the data active = inhibition above about 15%; inconclusive = no clear call, values can overlap the other calls
* hit, by the source's call; u = inconclusive; x = not tested or not shown; & = joins results of further samples; [ ] = another dose, or the depositor's remark. Compounds as they come. Share with any hit: about 4%.

Sample of the layout:
# | CASP6 VEID inh | ERp5 inh | CFTR F508del cor | miR-122 sensor | ERAP1 HTS inh | DENV2 CPE rescue | SIRT5 block | Compound
1 | -0.8 | -2.6 | -2.8 | 10.6[16.7 µM] | -0.4 | 1.7 | 4.0 | C[C@@H]1CCCCO[C@@H](CN(C)Cc2ccccc2)[C@H](C)CN([C@@H](C)CO)C(=O)c2cc(NC(=O)Nc3ccc4c(c3)OCO4)ccc2O1
2 | -3.5 | 1.3 | x | x | 16.3 | 0.7 | 9.1 | CC(C)(C)C(=O)C[n+]1ccccc1
3 | 0.8 | 4.8 | 1.8 | 12.2 | x | 7.2 | x | Cn1c(=O)oc2cc(S(=O)(=O)Nc3cccc(F)c3)ccc21

Main list (from the top)
# | CASP6 VEID inh | ERp5 inh | CFTR F508del cor | miR-122 sensor | ERAP1 HTS inh | DENV2 CPE rescue | SIRT5 block | Compound
1 | -0.8 | -2.6 | -2.8 | 10.6[16.7 µM] | -0.4 | 1.7 | 4.0 | C[C@@H]1CCCCO[C@@H](CN(C)Cc2ccccc2)[C@H](C)CN([C@@H](C)CO)C(=O)c2cc(NC(=O)Nc3ccc4c(c3)OCO4)ccc2O1
2 | -3.5 | 1.3 | x | x | 16.3 | 0.7 | 9.1 | CC(C)(C)C(=O)C[n+]1ccccc1
3 | 0.8 | 4.8 | 1.8 | 12.2 | x | 7.2 | x | Cn1c(=O)oc2cc(S(=O)(=O)Nc3cccc(F)c3)ccc21
4 | -0.9 | 2.2 | 0.4 | x | 0.7 | 1.0 | 1.3 | Clc1ccc(-c2cnn3c(-c4ccncc4)ccnc23)cc1
5 | 0.0 | 4.2 | -1.5 | -0.3 | -3.6 | 2.7 | -3.5 | CCOC(=O)N1CCN(c2c(N3CCN(c4cccc(C(F)(F)F)c4)CC3)c(=O)c2=O)CC1
6 | -2.5 | 15.0 | 0.4 | x | 7.7 | 3.9 | -1.3 | O=C(N[C@H]1CC[C@@H](CCNC(=O)c2ccccc2F)O[C@H]1CO)c1cnccn1
7 | 2.6 | -4.3 | -1.2 | x | -0.3 | u | -0.8 | CC(C)CC#Cc1ccc([C@H]2[C@@H](CO)N3C(=O)CN(C(=O)c4cnccn4)C[C@@H]23)cc1
8 | 6.5 | -3.0 | 2.9 | 1.9[16.7 µM] | -0.5 | 10.7 | -0.4 | CO[C@H]1CN(C)C(=O)c2cc(NC(=O)C3CCC3)ccc2OC[C@H](C)N(Cc2nccs2)C[C@H]1C
9 | 7.3&-0.9 | -1.2&0.7 | -2.6&0.4 | -5.5 | -10.5&-0.1 | -10.7&-7.0 | 3.1&-1.0 | C[C@@H]1CN([C@@H](C)CO)C(=O)CCCn2cc(nn2)CO[C@H]1CN(C)S(=O)(=O)c1ccc(-c2ccccc2)cc1
10 | 6.3 | 0.4 | 7.2&2.6 | -5.4 | 0.9 | -6.9 | -3.2 | Cc1ccc(S(=O)(=O)N(C)C[C@H]2OCCCC[C@@H](C)Oc3ccc(N(C)C)cc3C(=O)N([C@H](C)CO)C[C@@H]2C)cc1
11 | 0.1 | 4.5 | -1.6 | -1.3 | -1.9 | 2.8 | -2.9 | Cc1ccccc1OCCC(=O)NNC(=O)c1ccccc1F
12 | 0.4 | -0.6 | 0.8 | 6.8 | -1.6 | 8.2 | -4.1 | Cn1c(NC(=O)c2ccccc2NC(=O)C(C)(C)C)nc2ccccc21
13 | -3.1 | 8.0 | -0.6 | 6.1 | 2.6 | 4.8 | -2.5 | Cc1ccccc1Cn1cc(S(=O)(=O)c2ccc(C(C)C)cc2)c(=O)c2cc3c(cc21)OCO3
14 | 0.9 | -7.3 | -0.8 | x | -4.2 | 2.9 | -0.4 | COc1ccccc1C(=O)NCCC(=O)NC(C)CCc1ccccc1 (stereo not drawn)
15 | -1.7 | -4.6 | 0.6 | 1.5 | 0.0 | 0.4 | -7.8 | CCNC(=O)Nc1cc(OC)c(OC)cc1C(=O)O
16 | 1.5 | 3.1 | -0.1 | -0.6 | -1.8 | 0.8 | -0.1 | CC(=O)c1cccc(NC(=O)CCS(=O)(=O)c2cc3c(cc2C)NC(=O)CO3)c1
17 | -0.7 | -1.3 | -0.9 | x | -1.0 | 8.2 | 0.2 | Cc1cc2oc(C(=O)Nc3ccc(S(=O)(=O)Nc4ncccn4)cc3)c(C)c2cc1Cl
18 | -0.4 | 1.4 | -3.8 | -2.7[16.7 µM] | -0.4 | -3.5 | -4.6 | C[C@@H]1CN([C@@H](C)CO)C(=O)Cc2cc(NC(=O)Cc3cn(C)c4ccccc34)ccc2O[C@H]1CN(C)C
19 | 0.6 | 2.6 | -1.6 | 21.5[16.7 µM] | 4.1 | 4.0 | 1.1 | C[C@H](CO)N1C[C@H](C)[C@@H](CN(C)Cc2ccc(F)cc2)Oc2cc(C#Cc3ccccn3)ccc2S1(=O)=O
20 | -9.9 | 1.3 | 1.3 | 2.0 | -0.9 | 0.2 | -2.9 | CN(CCCNC(=O)CCCOc1cc(=O)n(C)c2ccccc12)Cc1ccccc1
21 | -3.4 | 6.7 | 3.1 | -1.4[16.7 µM] | -1.5 | -3.2 | -3.4 | COc1ccccc1-c1cnc2c(c1)C(=O)N([C@H](C)CO)C[C@@H](C)[C@@H](CN(C)C(=O)CC1CC1)O2
22 | -1.1 | 0.6 | 1.5 | x | -0.8 | -2.7 | 0.6 | O=C(NCCCC(=O)N1CCCCC1)c1ccc(Cl)cc1
23 | 1.2 | 5.8 | -3.1 | x | -2.4 | 2.7 | -1.6 | COc1ccc(C2C=CC(=O)CC2)c(OC)c1 (stereo not drawn)
24 | 0.6 | -1.9 | -1.8 | x | 1.6 | -6.7 | -4.4 | Cc1nc2ccccc2nc(C)c1=NOCC(=O)N(c1ccccc1)C(C)C
25 | -3.6 | 7.7 | 4.9 | x | -0.1 | -4.0 | -3.0 | O=C(Cc1c(F)cccc1Cl)Nc1cc(S(=O)(=O)N2CCOCC2)ccc1N1CCOCC1
26 | 7.1 | 2.4 | 1.7 | 8.7 | -2.4 | -2.7 | 1.8 | O=C(COc1ccccc1)NCC(=O)N/N=C/c1cccs1
27 | 1.5 | 1.5 | x | -3.1 | -2.1 | -5.4 | 2.9 | O=C(NC(=S)Nc1ccccc1N1CCCCC1)c1ccco1
28 | 0.4 | 7.3 | 2.9 | x | 1.9 | 4.1 | 2.9 | Cc1cc(C)c(CNC(=O)c2cc(C3CC3)nc3c2cnn3C(C)C)c(=O)[nH]1
29 | -5.2 | -2.4 | 0.0 | x | -6.5 | 14.7 | -4.1 | CCN1CCN(C(=O)c2cc(S(=O)(=O)N3CCCCC3)ccc2Cl)CC1
30 | 1.5 | 9.2 | 0.1 | -2.2[16.7 µM] | 1.1 | -7.5 | -2.0 | COc1ccc(NC(=O)N2C[C@H](O)COC[C@@H]3O[C@H](CC(=O)N4CCOCC4)CC[C@H]32)cc1
31 | -0.5 | 4.3 | -1.9 | -21.1 | -0.2 | -1.1 | x | Nc1nc2cc3ccccc3cc2[nH]c1=O
32 | 2.9 | 7.9 | -2.5 | 6.4[16.7 µM] | 0.1 | -0.6 | -0.6 | C[C@@H]1CN([C@@H](C)CO)C(=O)c2cccc(NS(=O)(=O)c3ccccc3)c2O[C@@H]1CN(C)Cc1ccccc1
33 | 1.6 | -7.5 | 1.6 | -1.3 | 3.3 | -8.4 | x | O=S(=O)(Nc1ccc(O)cc1)c1cccc2cccnc12
34 | -1.4 | -13.1 | 0.2 | -7.3[16.7 µM] | 2.4 | 0.4 | x | C[C@@H]1CN([C@H](C)CO)C(=O)c2cc(NS(C)(=O)=O)ccc2O[C@H]1CN(C)Cc1ccc(C(=O)Nc2ccccc2N)cc1
35 | 2.3 | 5.4 | 1.8 | -5.2[16.7 µM] | -1.8 | -0.3 | -3.8 | COCC(=O)Nc1ccc2c(c1)C(=O)N(C)[C@@H]1CC[C@H](CC(=O)Nc3ccccc3)O[C@H]1CO2
36 | x | x | -3.3 | -9.5[16.7 µM] | x | -8.4 | x | C[C@H]1CCCCO[C@H](CN(C)C(=O)NC2CCCCC2)[C@@H](C)CN([C@@H](C)CO)C(=O)c2cc(NC(=O)c3ccccc3)ccc2O1
37 | 2.1 | 2.6 | -3.2 | -10.9[16.7 µM] | 0.3 | 6.7 | 24.0* | Cc1ccc(S(=O)(=O)N(C)C[C@H]2OCCCC[C@H](C)Oc3ccc(NS(=O)(=O)c4ccc(Cl)cc4)cc3C(=O)N([C@H](C)CO)C[C@@H]2C)cc1
38 | -1.5 | -1.8 | 1.7 | 0.7 | -2.1 | 1.2 | -18.5 | CC(C)(C)CN1CCNC(=O)C1CC(=O)N1CCOc2ccccc2C1 (stereo not drawn)
39 | x | -0.2 | -4.4 | x | -1.1 | 4.6 | x | CCC(=O)N1CC2(C1)CN(C(C)=O)[C@H](CO)c1[nH]c3cc(OC)ccc3c12
40 | -0.7 | 1.1 | 1.7 | 1.1 | 0.2 | -5.1 | 0.0 | O=C(CN1CCCCC1)N/N=C/c1ccc(Cl)cc1
41 | 0.2 | 2.0 | -1.6 | x | -3.1 | 9.5 | x | O=C(CSc1nnc(-c2ccccc2)o1)NC1CCS(=O)(=O)C1 (stereo not drawn)
42 | -0.7 | 4.5 | -0.4 | 0.0 | 0.7 | 3.2 | 3.2 | COCCC(=O)N1CCC(Oc2ccc(C(=O)NCCc3ccccn3)cc2)CC1
43 | -2.4 | 2.8 | 0.3 | 7.0 | -6.1 | 9.4 | 4.8 | CN(Cc1cnn(C)c1)C(=O)C1CCC(=O)N(Cc2ccc(Cl)cc2)C1 (stereo not drawn)
44 | -1.2 | 3.1 | 2.6 | -0.4 | x | -6.2 | -2.5 | O=C(NCc1ccccc1)c1[nH]c(C(F)(F)F)nc1-c1ccccc1
45 | -4.1 | 10.6 | -1.0 | 0.6 | -2.9 | 11.7 | -3.3 | O=C(Nc1ccccc1Cl)C1CC(=O)N(c2ccccc2)C1 (stereo not drawn)
46 | -2.4 | 11.6 | 0.7 | -3.2[16.7 µM] | -3.3 | 5.5 | 3.5 | O=C(C[C@@H]1CC[C@H]2[C@@H](COC[C@@H](O)CN2C(=O)c2ccccn2)O1)N1CCN(c2ccccc2)CC1
47 | -3.5 | 1.7 | -2.5 | -9.0 | 1.7 | -0.4 | 4.7 | CN(C)c1ccc(NC(=S)c2ccccn2)cc1
48 | -1.1 | 3.0 | x | x | -6.6 | 2.0 | 5.3 | C=CCn1c(=O)c2ccc(C(=O)NCc3ccccc3)cc2n(Cc2ccccc2Cl)c1=O
49 | 3.7 | 6.1 | -3.7 | x | -0.3 | 2.7 | -5.3 | CCC(c1nnnn1-c1c(C)cccc1C)N1CCN(c2cccc(C(F)(F)F)n2)CC1 (stereo not drawn)
50 | -5.1 | -0.5 | -1.4 | 1.0[16.7 µM] | -6.5 | 1.2 | 4.5 | O=C(C[C@H]1C[C@H]2c3cc(NS(=O)(=O)c4ccc(F)cc4)ccc3O[C@H]2[C@@H](CO)O1)N1CCc2ccccc2C1
51 | 10.2 | 5.4 | -1.8 | -6.1 | -7.5 | -11.1 | -7.9 | Cc1ccc(Cn2cccc(NC(=O)NCc3ccccc3)c2=O)cc1
52 | -1.0 | -5.1 | -1.2 | -5.6 | -0.1 | 1.1 | 10.3 | Cc1ccc2c(c1)C1CN(C)CCC1N2S(=O)(=O)c1ccc(C#N)cc1 (stereo not drawn)
53 | -2.3 | 2.5 | -0.8 | -9.0[16.7 µM] | 1.6 | 10.6 | 1.7 | C[C@H]1CN([C@@H](C)CO)C(=O)c2cc(NS(=O)(=O)c3ccc(F)cc3)ccc2O[C@H]1CN(C)C(=O)Nc1ccc(C(F)(F)F)cc1
54 | 1.0 | -2.4 | -1.6 | 1.3 | -0.1 | x | 0.8 | O=c1cc(CSc2nc3ccccc3[nH]2)c2ccccc2[nH]1
55 | 0.8 | -5.2 | 1.7 | -3.4[16.7 µM] | -0.4 | -1.1 | -2.0 | CN(C)C(=O)C[C@@H]1C[C@H]2c3cc(NC(=O)Nc4ccc(F)cc4)ccc3O[C@H]2[C@H](CO)O1
56 | -5.4 | -0.5 | -2.9 | x | 1.6 | -1.2 | -1.1 | O=C(C[C@H]1C=C[C@@H](NC(=O)Nc2ccc3c(c2)OCO3)[C@H](CO)O1)NCCCN1CCOCC1
